RGS4-Gao reg = modulates binding of RGS4 to human Galphao; binding response (% of control), % at 10 µM; P09471; actives 0.33% (n = 220,000); Multiplexed bead flow cytometry; actives lie on both sides; in the data active means binding response below about 49% or above about 150%; inactive means in between;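 further: fluorescent Galphao activated with aluminum fluoride binding bead-coupled RGS4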
Bcl-2 Bim block = disrupts Bim peptide binding to human Bcl-2. inhibition, % at 10 µM. AID 950. actives 0.06% (n = 190,000). Bead-based flow cytometry, Bim peptide-Bcl-2 binding; in the data active means inhibition above about 40%; inconclusive means no clear call, values can overlap the other calls;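 further: 0% = no compound wells with probe peptide and 100% = reference peptide inhibitor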
RGS8-Gao reg = regulators of human RGS8-Galphao interaction. multiplexed bead flow cytometry, RGS8-Galphao binding; actives lie on both sides. response (percent of control binding), % at 10 µM. actives 0.34% (n = 220,000); in the data active means response below about 60% or above about 140%; inactive means in between;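 further: Galphao activated as the GDP aluminium fluoride complex binding bead-coupled RGS8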
Mcl-1 Bim block = human Bim-Mcl-1 interaction inhibition | Bead-based flow cytometry, Bim peptide-Mcl-1 binding | actives 0.1% (n = 190,000) | inhibition, % at 10 µM;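 further: 0% = no compound tracer wells and 100% = peptide blocker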
Bim-Bcl-B = human Bim-Bcl-B interaction inhibition; bead-based flow cytometry, Bim peptide-Bcl-B binding; actives 0.073% (n = 190,000); inhibition, % at 10 µM; Q9HD36;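 further: 0% = tracer peptide without compound and 100% = reference inhibitor peptide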
Target sequence (Q9HD36 whole entry, looked up): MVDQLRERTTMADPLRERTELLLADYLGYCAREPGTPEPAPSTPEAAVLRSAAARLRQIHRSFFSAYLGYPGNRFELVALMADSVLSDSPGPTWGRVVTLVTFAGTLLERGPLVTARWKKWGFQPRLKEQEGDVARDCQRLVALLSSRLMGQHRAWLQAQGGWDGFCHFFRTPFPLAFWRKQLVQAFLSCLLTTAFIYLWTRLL
ABCB1 inh = inhibitors of human ABCB1 transporter, ABCG2 counter-screen; P08183; CCRF-Adr cells, JC-1 efflux, flow cytometry; inhibition, % at 6.6 µM; actives 0.067% (n = 190,000); AID 1326; in the data active means inhibition above about 40%;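 further: 0% = vehicle and 100% = reference inhibitor; higher value means more JC-1 retained so stronger ABCB1 efflux block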
Bfl-1 Bim block = human Bim-Bfl-1 interaction inhibition. Bead-based flow cytometry, Bim-Bfl-1 binding inhibition. Q16548. inhibition, % at 10 µM. actives 0.12% (n = 190,000);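 further: 0% = wells without compound plus tracer and 100% = blocker peptide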
RGS7-Gao reg = modulates binding of RGS7 to human Galphao | P09471 | AID 1439 | binding response (% of control), % at 10 µM | actives 0.35% (n = 220,000) | Multiplexed bead flow cytometry; actives lie on both sides; in the data active means binding response below about 49% or above about 150%; inconclusive means no clear call, values can overlap the other calls; inactive means in between;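 further: fluorescent Galphao held in activated GDP-AlF4 state binding bead-coupled RGS7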
Bim-Bcl-W = inhibitors of Bim-Bcl-W interaction, human; AID 952; inhibition, % at 10 µM; Q92843; actives 0.02% (n = 190,000); bead-based flow cytometry, Bim peptide-Bcl-W binding;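 further: 0% = bound tracer without compound and 100% = peptide blocker; higher means less fluorescent Bim peptide bound to Bcl-W beads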
Target sequence (Q92843 whole entry, looked up): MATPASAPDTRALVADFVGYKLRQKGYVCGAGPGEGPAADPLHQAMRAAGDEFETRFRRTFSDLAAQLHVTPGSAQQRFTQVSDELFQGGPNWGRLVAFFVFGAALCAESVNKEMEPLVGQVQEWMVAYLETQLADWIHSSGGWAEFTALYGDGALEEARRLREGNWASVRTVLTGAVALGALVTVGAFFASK
ABCG2 block = blocks JC-1 efflux by human ABCG2 transporter; Q9UNQ0; IgMXP3 cells, flow cytometry; inhibition, % at 6.6 µM; actives 0.1% (n = 190,000); AID 1325;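 active means inhibition above 80%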;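 further: 0% = DMSO and 100% = nicardipine control wells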
Target sequence (Q9UNQ0 whole entry, looked up): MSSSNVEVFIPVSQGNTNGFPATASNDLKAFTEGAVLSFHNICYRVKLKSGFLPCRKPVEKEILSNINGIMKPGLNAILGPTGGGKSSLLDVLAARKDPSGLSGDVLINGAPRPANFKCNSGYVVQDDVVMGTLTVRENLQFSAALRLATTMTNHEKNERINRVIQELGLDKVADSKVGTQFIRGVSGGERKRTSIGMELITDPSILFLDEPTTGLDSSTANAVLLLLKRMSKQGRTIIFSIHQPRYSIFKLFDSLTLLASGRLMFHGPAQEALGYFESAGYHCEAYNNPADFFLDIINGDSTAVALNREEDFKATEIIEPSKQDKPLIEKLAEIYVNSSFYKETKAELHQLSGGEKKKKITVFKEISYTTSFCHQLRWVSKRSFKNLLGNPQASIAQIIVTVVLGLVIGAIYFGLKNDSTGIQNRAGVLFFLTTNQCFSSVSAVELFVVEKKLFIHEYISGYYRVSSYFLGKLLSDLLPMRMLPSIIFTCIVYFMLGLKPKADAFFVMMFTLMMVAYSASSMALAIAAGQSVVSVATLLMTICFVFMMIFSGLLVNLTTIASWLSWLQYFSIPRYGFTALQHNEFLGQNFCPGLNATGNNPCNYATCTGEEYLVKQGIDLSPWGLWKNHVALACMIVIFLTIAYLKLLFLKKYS
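Test system: IgMXP3 (ABCG2) plus far-red-tagged CCRF-Adr (ABCB1) cells / Amount: 3 million cells/mL in well / Reagent: JC-1 transporter substrate / Timing: 10 min compound exposure, 25 °C / Signal: flow cytometry, 530 nm JC-1 signal / Read-out: percent efflux inhibition, scaled nicardipine 100% to DMSO 0% / Benchmarks: nicardipine as high control, DMSO as low control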
Bim-Bcl-XL = inhibitors of Bim-Bcl-XL interaction, human; actives 0.04% (n = 190,000); AID 1007; Q07817; Bim peptide-Bcl-XL binding, bead flow cytometry, fluorescence; inhibition, % at 10 µM
The depositor's hits bear a star; ? = inconclusive; [ ] = remark or other dose. Unless noted, no stated cut-off is given here; in the data, active means inhibition above about 40%.

SMILES	RGS4-Gao reg	Bcl-2 Bim block	RGS8-Gao reg	Mcl-1 Bim block	Bim-Bcl-B	ABCB1 inh	Bfl-1 Bim block	RGS7-Gao reg	Bim-Bcl-W	ABCG2 block	Bim-Bcl-XL
CCN(CC)S(=O)(=O)c1ccc(C(=O)OCC(=O)c2ccc3c(c2)NC(=O)CO3)cc1	100	2	101	-4	-1	1.1	0	94	-1	10	-6
Cn1c(=O)c2c(nc(SCc3cccnc3)n2Cc2ccccc2)n(C)c1=O	103	0	102	0	-7	3.5	2	105	3	4	-2
CC12CC3(C)CC(C)(C1)CC(C(=O)NC(=S)N1CCCC1)(C2)C3	98	1	99	-4	0	0.0	8	93	-5	3	-2
COc1ccc2c(c1)SCC(=O)N2C	100	3	102	0	-1	-0.3	3	95	1	3	-2
O=C(c1cn(-c2ccccc2)nc1-c1ccc(F)cc1)N1CCOCC1	100	-11	99	-4	-8	0.9	-17	102	-5	26	-5
Cc1ccc(O)c(C(=O)c2cnc3c(c2)c(C)nn3-c2ccccc2)c1	105	-6	103	-5	-7	0.5	-11	106	-7	5	-9
O=C(Nc1ccccc1NS(=O)(=O)c1ccc(F)cc1)C1CCCC1	99	0	99	0	-2	0.8	-2	?	1	1	0
CC(C)[C@@H]1NC(=O)c2cc([N+](=O)[O-])cc(I)c2NCC[C@@H](C(N)=O)NC(=O)[C@H](CO)NC1=O	98	-2	102	-2	-3	0.5	-1	97	0	11	-2
Nc1nncn1C(=O)CCc1ccccc1	99	-6	104	0	-9	0.3	-10	94	0	1	-6
O=C(NC1CCCCC1)C(c1ccco1)N(C(=O)c1csnn1)C1CCCC1 (stereo not drawn)	36*	-11	28*	-7	-14	1.4	-17	29*	-1	23	-11
COc1ccccc1Nc1nc(N)nc(CN2CCCCC2)n1	99	-5	100	-1	-4	-0.4	-8	86	-1	2	0
COc1ccc(C2(C(=O)NCCN3CCOCC3)CCOCC2)cc1	97	-4	94	1	-2	0.4	-9	89	1	1	-8
O=C(CN1CCCCC1)N1CCCc2c1c(=O)oc1ccc(OCc3ccccc3)cc21	104	1	103	2	-1	0.8	0	102	0	5	-2
COc1ccccc1C(=O)Nn1c(-c2cccs2)nc2ccccc2c1=O	101	-5	104	-2	-5	-0.2	-14	103	-1	-6	-5
O=C(O)C1Nc2c(C(=O)N3CCOCC3)cccc2C2C=CCC12 (stereo not drawn)	94	10	93	6	0	-0.4	22	88	9	-6	1
O=C1Nc2ccccc2S/C1=C\C(=O)N1CCCC1	104	-2	101	-1	-2	-0.1	-2	101	1	0	-2
COc1ccccc1/C=C/C1NC(=O)NC(C)=C1C(=O)OC(C)C (stereo not drawn)	103	-2	103	0	-2	0.1	-6	102	-1	1	-2
CSc1ccccc1NC(=O)Cn1nc([N+](=O)[O-])cc1C	100	3	97	1	-22	0.4	6	?	0	0	-3
COc1ccc(CCNC(=O)Cn2cc(C(F)(F)F)cc(Cl)c2=O)cc1	96	2	87	0	0	0.4	0	100	2	4	1
CCOC(=O)c1sc(NS(=O)(=O)c2ccc(NC(C)=O)cc2)nc1C	100	-4	102	0	-6	0.0	-9	101	0	0	-2

Single entries from the results shown:
Result of `CSc1ccccc1NC(=O)Cn1nc([N+](=O)[O-])cc1C` under RGS4-Gao reg: 100
Result of `O=C1Nc2ccccc2S/C1=C\C(=O)N1CCCC1` under Bcl-2 Bim block: -2

Continued:
SMILES	RGS4-Gao reg	Bcl-2 Bim block	RGS8-Gao reg	Mcl-1 Bim block	Bim-Bcl-B	ABCB1 inh	Bfl-1 Bim block	RGS7-Gao reg	Bim-Bcl-W	ABCG2 block	Bim-Bcl-XL
O=C(Oc1ccc(Cl)c2cccnc12)C12CC3CC(CC(C3)C1)C2	99	-6	100	-3	-8	-1.2	-9	96	-2	0	-6
O=C(CCNC(=O)c1ccc(Br)o1)NC1CCCC1	103	-9	103	0	-6	0.2	-16	102	0	4	-2
CC(C)OC(=O)CSc1nc(Cc2ccccc2)nc2ccccc12	108	-4	109	-1	-3	0.1	-7	109	-6	-1	-2
CC1CCCCC1NC(=O)COc1ccc(-n2cnnn2)cc1 (stereo not drawn)	105	-9	103	1	-7	0.4	-4	106	-2	2	8
CN(C)CC(O)COc1cc2ccccc2cc1C(=O)N1CCCCC1 (stereo not drawn)	102	-2	102	-5	-1	1.1	-1	99	-2	3	-1
COC(=O)Cn1nc(-c2ccccc2)c2ccccc2c1=O	95	-3	99	0	-6	0.8	-15	100	2	16	-5
CCOC(=O)/C(=N\Nc1ccccc1[N+](=O)[O-])c1csc(Nc2ccccc2)n1	105	-2	105	-2	-1	-0.6	-4	104	-1	1	0
CCOC(=O)N1CCC(Nc2c(NCCCN(C)Cc3ccccc3)c(=O)c2=O)CC1	102	-9	101	0	-9	-2.8	-9	98	0	-4	-5
c1coc(CN=C2NC(=NCc3ccco3)c3ccccc32)c1	105	9	115	2	4	0.0	5	101	-1	0	0
COc1ccc(NC(=O)c2ccc(NCC3CCCO3)c([N+](=O)[O-])c2)cc1 (stereo not drawn)	99	-1	102	-3	-5	-1.9	-5	103	-2	5	0
COc1ccc(N2C(=O)C3C(c4ccc(C(=O)O)cc4)NC(Cc4ccccc4)(C(=O)O)C3C2=O)c([N+](=O)[O-])c1 (stereo not drawn)	97	0	100	1	0	-0.1	2	?	2	1	0
C/C(=N\NC(N)=S)C12CC3CC(CC(C3)C1)C2	99	-6	99	-8	-18	-0.2	-14	98	-3	3	-13
CNc1cc(N2CCN(S(=O)(=O)N(C)C)CC2)ccc1[N+](=O)[O-]	98	-10	98	-5	-9	0.4	-8	?	-5	23	-5
CCc1ccc(NC(=O)C2CCCN(S(C)(=O)=O)C2)cc1 (stereo not drawn)	100	-2	100	0	-2	4.1	-4	96	3	13	0
Cc1nn(C)c(Cl)c1C(N)=O	102	-1	98	0	-2	0.4	-3	98	0	4	0
C=CCC(CC=C)(NC(=O)c1ccccc1)c1ccccc1	97	-2	99	0	0	1.1	0	100	-3	2	0
CCNC(=S)N1CCN(S(=O)(=O)c2ccc(C)c(C)c2)CC1	100	-3	99	-3	-5	0.6	-6	101	-5	2	-3
CC(=O)Nc1ccc(NC(=O)c2nc(-c3ccccc3)oc2C)cc1	102	1	102	4	-1	0.2	0	101	1	1	-1
CCC(=O)NC(C)c1nc2ccccc2n1C (stereo not drawn)	107	-6	103	0	-8	0.8	-8	103	-2	8	1
COc1cc2c3nnc(-c4ccc(F)cc4)c-3cn(Cc3cccc(C)c3)c2cc1OC	108	0	111	1	-6	0.0	-1	107	-3	2	0
CC(=O)c1cccc(NC(=O)C2CCN(S(=O)(=O)c3ccccc3)CC2)c1	94	0	94	-3	0	0.8	-2	92	-2	4	-2
COc1cccc(OC)c1C(=O)Nc1ccccc1N1CCCC1	102	-3	101	-2	-1	0.6	-4	103	-2	1	0
O=C(c1ccccc1)C(Cn1cncn1)C(Sc1ccccc1)c1ccccc1 (stereo not drawn)	85	0	93	-2	0	1.1	2	92	-4	5	-2
COc1cc(C=O)c(Cl)cc1OCC(N)=O	92	3	96	2	0	-0.8	-2	96	-1	-1	3
CN(CCO)c1cc(N2CCCCC2)c2nonc2c1[N+](=O)[O-]	101	-3	99	-3	-7	0.8	-4	99	-6	6	-5
O=C(Cc1cc(=O)[nH]c(=O)[nH]1)NCc1ccccc1	101	0	102	-2	-2	0.5	0	103	-4	3	-2
CCN(CC)c1ccc(N=Cc2c(C)[nH]c3ccccc23)cc1	81	4	83	-4	-9	0.7	7	72	1	3	-3
O=C(CSCc1ccc(Cl)cc1Cl)Nc1nccs1	104	5	109	-2	-2	0.8	0	102	1	14	0
Cc1c(Br)c([N+](=O)[O-])nn1C(C)C(=O)N1CCCc2ccccc21 (stereo not drawn)	102	-1	99	-1	0	0.4	-1	103	-3	2	0
CN1CCN(C(=O)CCN2C(=O)c3ccccc3C2=O)CC1	97	-7	101	-1	-2	0.4	-10	96	-1	2	-4
O=C(CC12CC3CC(CC(Br)(C3)C1)C2)NC1=NCCS1	104	-2	104	0	-5	1.5	-7	?	-2	24	-1
COc1ccc(-n2c(Cc3cccn3C)nnc2SCC(=O)Nc2nccs2)cc1	93	-10	101	-4	-11	0.8	-8	96	-5	8	-8
COC(=O)c1ccc(C(=O)OC)c(NC(=S)N2CCN(c3cc(Cl)ccc3C)CC2)c1	97	1	104	0	-1	-0.6	1	96	-1	-4	-4
Cc1c(-c2cccc(NC(=O)c3ccco3)c2)nc2ncccn12	101	0	104	2	-2	0.4	-2	105	0	20	0
Cc1ccc(OCCNS(=O)(=O)c2cccs2)cc1	159*[activator]	-6	126	0	-9	-0.2	-10	154*[activator]	-5	-1	-7
COc1cc(NC(=O)COC(=O)Cc2ccc(-c3ccccc3)cc2)cc(OC)c1	100	0	106	0	1	-0.5	0	103	2	0	-2
CC(=O)Nc1ccccc1NC(=O)c1cc(C)cc(C)c1	99	0	100	0	-2	1.3	-4	94	-2	2	-1
CCn1c(SCc2nc3ccccc3c(=O)[nH]2)nc2ccccc2c1=O	84	5	74	2	4	12	3	94	4	13	0
COc1ccc(C)cc1NC(=O)C(OC(=O)CNC(=O)c1cc(C)cc(C)c1)c1ccccc1 (stereo not drawn)	102	-13	101	-5	-7	1.7	-12	100	-4	32	-10
CCN1CCN(CC(=O)Nc2cc3c(cc2C(C)=O)OCO3)CC1	104	1	102	2	3	0.8	0	?	3	2	3

RGS8-Gao reg, hit marks shown above
Molecule	RGS4-Gao reg	Bcl-2 Bim block	RGS8-Gao reg	Mcl-1 Bim block	Bim-Bcl-B	Bfl-1 Bim block	RGS7-Gao reg	Bim-Bcl-W	ABCG2 block	Bim-Bcl-XL
O=C(NC1CCCCC1)C(c1ccco1)N(C(=O)c1csnn1)C1CCCC1 (stereo not drawn)	36*	-11	28*	-7	-14	-17	29*	-1	23	-11

New compounds follow:
SMILES	RGS4-Gao reg	Bcl-2 Bim block	RGS8-Gao reg	Mcl-1 Bim block	Bim-Bcl-B	ABCB1 inh	Bfl-1 Bim block	RGS7-Gao reg	Bim-Bcl-W	ABCG2 block	Bim-Bcl-XL
Cc1[nH]c2ccccc2c(=O)c1CN(C)Cc1ccccc1	95	-8	102	0	-6	0.4	-11	96	0	2	-5
Cc1nc2c(C#N)cnn2c2c1CCNN2C	105	2	102	0	1	0.1	-1	?	2	4	0
CCCOc1ccc2c3c(c(=O)oc2c1)CCCC3	98	0	100	0	0	0.4	1	96	1	2	-1
CN1N=C(c2ccc(F)c(F)c2)CSC1=NCc1ccccc1	102	0	98	-1	-3	0.6	-1	102	0	2	-2
COc1ccc(-c2ccc(CCC(=O)O)n2CC2CCCO2)cc1 (stereo not drawn)	99	-1	99	0	-6	0.8	-3	99	-2	3	-3
CCOC(=O)N1CCN(S(=O)(=O)c2ccc(C)c(C)c2C)CC1	94	-11	97	-7	-11	1.0	-17	98	-3	2	-10
CCCn1c(SCC(=O)Nc2ccc3c(c2)OCO3)nc2c1c(=O)n(C)c(=O)n2C	101	-8	98	-5	-8	3.9	-16	102	-3	52	-4
CC(=O)N1CCN=C1SCc1ccc(Br)cc1	105	-6	102	0	-4	0.3	-12	98	3	3	-1
